From PubChem BioAssay
MC4R ag barr: agonists of human melanocortin 4 receptor (MC4R) beta-arrestin | P32245 | activation, % at 8.9 µM | U2OS MC4R beta-arrestin complementation, luminescence; percent of melanotan II response, DMSO zero | 360,000 compounds, 0.98% hits | AID 540308;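 active = activation above a per-plate cutoff, the mean activation of sample wells on that plate plus 3 SD, cut at about 8% in these data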
ABHD5 PLIN5 PPI: ABHD5-PLIN5 protein interaction inhibition; 360,000 compounds, 0.78% hits; Split G. princeps luciferase complementation, luminescence, 4 h; inhibition, % at 4 µM;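 active = inhibition above the mean inhibition across every tested compound plus 3 SD, cut at about 22% in these data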;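 note: 0% = DMSO only wells and the 100% control is not disclosed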
Target sequence (Q00G26 whole entry, looked up): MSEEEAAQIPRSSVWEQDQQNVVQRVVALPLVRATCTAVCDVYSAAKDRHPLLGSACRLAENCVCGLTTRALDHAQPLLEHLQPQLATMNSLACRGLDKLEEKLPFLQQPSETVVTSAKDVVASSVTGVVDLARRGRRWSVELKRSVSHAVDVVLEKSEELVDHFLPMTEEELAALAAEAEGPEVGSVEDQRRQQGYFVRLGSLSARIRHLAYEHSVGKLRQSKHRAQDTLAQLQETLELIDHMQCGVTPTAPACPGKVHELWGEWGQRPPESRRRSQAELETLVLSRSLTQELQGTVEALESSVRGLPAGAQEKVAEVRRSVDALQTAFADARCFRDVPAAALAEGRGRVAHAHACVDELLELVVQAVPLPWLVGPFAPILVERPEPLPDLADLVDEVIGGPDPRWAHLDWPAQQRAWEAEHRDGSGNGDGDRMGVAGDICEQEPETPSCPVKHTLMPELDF
Target sequence (Q8WTS1 whole entry, looked up): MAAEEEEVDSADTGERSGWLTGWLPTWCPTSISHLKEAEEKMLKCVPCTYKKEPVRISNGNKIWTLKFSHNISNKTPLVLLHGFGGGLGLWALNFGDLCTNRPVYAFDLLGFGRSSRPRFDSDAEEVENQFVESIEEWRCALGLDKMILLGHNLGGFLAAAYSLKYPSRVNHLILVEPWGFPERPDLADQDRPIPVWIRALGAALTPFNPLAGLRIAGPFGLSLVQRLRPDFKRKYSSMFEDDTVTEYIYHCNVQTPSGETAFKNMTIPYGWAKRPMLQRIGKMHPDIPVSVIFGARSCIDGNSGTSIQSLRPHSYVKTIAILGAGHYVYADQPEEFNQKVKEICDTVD
ABCB6 inh MLPCN: inhibitors of human ABC transporter ABCB6; Q9NP58; K562-ABCB6 porphyrin accumulation, flow cytometry, 1 h; stronger effect = lower value; fluorescence ratio to DMSO, % at 10 µM; 360,000 compounds, 0.19% hits;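 active = fluorescence ratio to DMSO below 75%, the collection mean minus 3 SD; inconclusive = too few cells collected in the well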;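 note: signal is porphyrin accumulated inside mitochondria; 100% equals median channel fluorescence of DMSO control wells; lower ratio means ABCB6 inhibition with less porphyrin fluorescence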
HTR2A ag: agonists of mouse serotonin 5-HT2A receptor (HTR2A) | AID 624169 | CHO-K1 mHTR2A beta-arrestin complementation, luminescence; percent of 30 µM serotonin response | P35363 | activation, % at 7.6 µM | 360,000 compounds, 0.66% hits;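 active = activation above a run cutoff, the mean activation of all tested compounds plus 3 SD, cut at about 14% in these data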;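 note: 0% = plate median of compound wells and 100% = 30 µM serotonin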
MC4R antag cAMP: human MC4R antagonism in cAMP assay; P32245; MC4R-expressing cells, MTII-stimulated cAMP, LANCE TR-FRET; inhibition, % at 6.5 µM; 360,000 compounds, 0.48% hits;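 active = inhibition above its plate's cutoff, the mean of tested wells on that plate plus 3 SD, cut at about 29% in these data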;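 note: 0% = Melanotan II alone and 100% = Melanotan II plus saturating MCL0020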
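Material: U2OS-MC4R stable cell line | Reagent: Melanotan II challenge after compound preincubation | Doses: One concentration, 6.5 µM nominal | Incubation: 30-min compound preincubation, 1-h Melanotan II challenge, 1-h detection, room temperature | Signal: TR-FRET cAMP assay | Replicates: One well per compound, no replicates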
CaV13 ICDI inh: Primary screen for inhibitors of IQ motif and Ca2+-dependent inactivation inhibitor domain binding in CACNA1D, Förster resonance energy transfer in living cells, … | 340,000 compounds, 0.098% hits | inhibition, % at 12.3 µM | HEK cells, CFP/YFP FRET ICDI-IQ, plate reader, 10 min; percent FRET-ratio fall versus neutral wells;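 active = mean replicate inhibition of at least 30% and at least 1% of replicates passing that level; inconclusive = only one of the two criteria is met; inactive = neither criterion is met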;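 note: 0% = median of the neutral control wells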
PDI turbidity: PDI (human) enzyme inhibition | P07237 | PDI insulin aggregation turbidity, A650, 90 min | inhibition, % at 10 µM | 350,000 compounds, 0.052% hits;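 active = mean inhibition across replicates of 30% or more, whatever share of single replicates reach that level; inconclusive = mean inhibition below 30% while every single replicate reaches 30%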;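 note: absorbance from insulin aggregation driven by PDI reduction with DTT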
Exocytosis inh: lytic granule exocytosis inhibition; inhibition, % at 10 µM; 360,000 compounds, 0.66% hits; TALL-104 LAMP-1 surface exposure, flow cytometry; cells stimulated with thapsigargin and PMA;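 active = inhibition above about 55%, limit read from the data; inconclusive = no clear call, values can overlap the other calls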
Glyco luc inh: N-linked glycosylation inhibition. reporter increase, % at 12.5 µM. D54 ERlucT glycosylation luciferase reporter, 24 h; percent of 100 nM tunicamycin response. AID 588692. 360,000 compounds, 0.23% hits;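 active = mean luciferase reporter signal, scaled so untreated is 0 and the glycosylation-blocking control 100, at or above a set limit in every replicate; inconclusive = mean reaches the limit but not every replicate does; inactive = mean below the limit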;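 note: luciferase carries N-glycosylation sites so blocking glycosylation raises the light; 0% = median of neutral control wells and 100% = median of 100 nM tunicamycin wells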
Cardio protect: protects H9c2 cardiomyocytes from peroxide injury | H2O2 injury protection, ATPLite, 2 h | protection from H2O2 cell death, % at 20 µM | 360,000 compounds, 0.63% hits;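 active = compounds giving at least 50% protection of heart cells from peroxide-induced death in the single-dose screen, raw or plate-pattern-corrected value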;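 note: 0% = DMSO wells with peroxide and 100% = DMSO wells without peroxide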
* hit, by the source's call; ? = inconclusive; . = no result given.

SMILES	MC4R ag barr	ABHD5 PLIN5 PPI	ABCB6 inh MLPCN	HTR2A ag	MC4R antag cAMP	CaV13 ICDI inh	PDI turbidity	Exocytosis inh	Glyco luc inh	Cardio protect
O=C(O)CNC(=O)c1ccc(N2CCOCC2)cc1[N+](=O)[O-]	-3.6	1	98	5	-2	-1	-1	-1	1	4
CC(=O)Nc1c2c(nn1-c1ccccc1C)CS(=O)C2 (configuration not stated)	-0.5	3	101	-6	1	-14	6	-15	3	0
COc1ccccc1-c1c(C)nn2c(N3CCC(C(N)=O)CC3)cc(C)nc12	-1.0	-3	96	-1	14	-7	5	-5	0	18
COc1ccc(-c2sc3ccccc3c2/C=C/c2ccncc2)cc1	-0.6	2	92	-4	11	-6	5	9	0	-3
CC1CC(C)CN(C(=O)CSc2nnc(CSc3ncccn3)n2C)C1 (configuration not stated)	-0.5	2	92	0	0	-5	-2	-1	.	6
CN(c1cccc(F)c1)c1cc2c(c3c1ccn3C)C1CCC2O1 (configuration not stated)	.	-16	104	-19	.	.	.	0	2	0
Cc1ccc(S(=O)(=O)NC(=O)Nc2nnc(C)s2)cc1	0.3	2	111	10	2	-5	1	0	2	-1
O=C(Nc1ccc2[nH]c(=O)[nH]c2c1)c1c(F)c(F)c(F)c(F)c1F	-4.0	3	102	4	19	-2	12	-3	-2	9
Cc1ccc(C2=NN(C(=O)c3ccccc3F)C(c3ccccc3F)C2)cc1 (configuration not stated)	0.0	-11	100	-9	11	-19	11	9	3	-9
CNC(=O)COC(=O)c1cc(NC(=O)c2ccco2)c(OC)c(OC)c1	-1.4	-1	94	0	1	-4	5	2	1	11
CCc1nc(SCc2ccccc2)n[nH]1	-1.2	0	96	0	-3	-6	4	-4	1	5
COc1ccc(C2C3=C(CC(C)(C)CC3=O)Nc3cc4c(cc32)OCO4)cc1 (configuration not stated)	-1.5	3	93	-6	17	.	-3	3	0	10
Cc1oc(-c2ccccc2Cl)nc1CN(C)C(C)c1ccon1 (configuration not stated)	-2.7	-4	97	-3	5	4	0	-11	1	5
Cc1csc(NC(=O)c2nn(C)c(C)c2[N+](=O)[O-])n1	0.1	-1	107	5	9	-6	-2	?	2	6
Cc1cccc(NC2=NC3(CCCCC3)N=C(N)N2)c1	-1.5	6	86	-6	5	-3	4	-5	2	-2
O=C1c2ccccc2C(c2nnnn2Cc2ccccc2)N1CCCN1CCOCC1 (configuration not stated)	.	11	104	-4	.	-7	.	-1	.	.
O=C(/C=C/c1cccs1)Nc1ccc([N+](=O)[O-])cc1	-3.5	-4	102	-4	-6	-2	-3	-1	3	-5
COc1cc([C@@H]2CC=C(C(=O)O)[C@H](c3ccc(F)cc3)N2S(=O)(=O)c2ccc(C)cc2)cc(OC)c1OC	2.0	-12	104	-1	12	-11	11	-8	2	0
CCOC(=O)c1ccccc1NC(=O)COC(=O)CSc1ccccc1	1.3	7	100	2	7	-5	-12	-5	1	6
CCOC(=O)C1CCN(S(=O)(=O)c2cccc3nonc23)CC1	1.1	-1	107	1	0	-5	0	2	1	5
CCOC(=O)/C(C#N)=C\C1=C(N2CCCC2)CC(C)(CC)OC1 (configuration not stated)	0.4	0	95	4	-2	.	-1	-2	0	-1
COC(=O)c1cc(O)c(O)c(O)c1	0.1	5	99	2	-1	-9	2	0	1	9
CN1CCN(S(=O)(=O)c2ccc(NC(=O)c3ccc([N+](=O)[O-])cc3)cc2)CC1	4.9	15	90	-8	1	-5	10	-3	0	-3
CC(=O)c1ccc(-c2cccc3nccn23)cc1	2.0	-4	104	1	-3	-5	-2	0	4	4
CCCC(c1nnnn1CS(=O)(=O)c1ccc(C)cc1)N1CCN(c2ccccc2)CC1 (configuration not stated)	0.5	-3	96	-4	8	0	-8	19	-1	1
Cc1cc(=O)oc(C)c1C(=O)OCC(=O)c1ccc(Cl)c(Cl)c1	3.0	6	99	3	-3	-6	13	-3	0	3
COC(=O)C(C)Sc1nnc(Cc2cc(=O)[nH]c(=O)[nH]2)n1-c1ccc(Cl)cc1 (configuration not stated)	-0.5	-1	95	-4	7	-32	-6	6	2	-2
O=C(c1ccco1)N1CCN(C(=S)Nc2cc(F)cc(F)c2)CC1	-2.4	-5	104	5	-4	-6	14	-4	0	-1
CCOC(=O)c1[nH]c2ccc(Cl)cc2c1NC(=O)/C=C/c1ccc2c(c1)OCO2	38*	-3	96	3	-2	-6	-9	3	18	-7
COc1ccc(NC(=O)CC2(Cc3ccccc3)CCOC(C)(C)C2)cc1 (configuration not stated)	0.9	3	97	-2	9	-6	11	5	-3	-6
CCOC(=O)c1cc(NC(=O)N(CC)C2CCCCC2)c(C)nc1C	-1.4	-1	96	4	8	-4	2	-6	-1	0
Cc1cc(Cl)ccc1NNC(N)=S	0.2	-12	98	1	0	-4	-13	62*	2	-2
COc1ccc(CCNC(=O)CSc2nnc(-c3ccccc3)c3ccccc23)cc1OC	0.2	1	97	2	6	-5	21	2	2	11
Cc1ccc(S(=O)(=O)n2c([N+](=O)[O-])cnc2C)cc1C	6.5	8	91	0	-5	-4	-1	4	2	5
CCC1(C)Cc2ccccc2-c2[nH][nH]c(=O)c21 (configuration not stated)	0.9	-10	96	-1	2	7	14	-4	-1	5
Nc1nonc1NC(=O)NN=C1CCCCC1	4.1	5	87	-1	1	-19	2	3	-1	7
CCCC1CC(C)(c2csc(Nc3ccc(OCC)cc3)n2)OC1=O (configuration not stated)	5.7	-15	92	-1	0	-8	-4	-5	1	-23
Cc1c(C(=O)O)sc(=S)n1-c1ccc(Cl)cc1	-0.3	2	99	5	-2	-9	1	9	-6	2
Cc1cc(-c2cc(-c3ccc(Cl)cc3)on2)nc(NCC2CC2)n1	-1.1	1	94	2	1	-5	8	-4	3	-15
Cn1nnnc1SCC(=O)N1CCc2ccccc2C1	1.3	3	98	9	3	-4	2	-1	0	-2
COc1ccccc1CNC(=O)C(C)NS(=O)(=O)c1ccc(C)cc1 (configuration not stated)	1.1	0	99	4	-3	-7	-13	1	1	10
CCN1CCN(c2ccc(S(=O)(=O)N3CCOCC3)cc2NC(=O)c2ccccc2SC)CC1	-3.9	-2	97	-2	11	-17	-7	-2	3	9
Cc1c(C(=O)Oc2ccc(F)cc2)sc2ncn(Cc3cccc(F)c3)c(=O)c12	-2.0	-2	103	-3	14	.	-27	-1	2	-4
C=CCN1C(=O)c2ccc(C(=O)NCC(=O)Nc3c(C)cc(C)cc3C)cc2C1=O	0.3	17	97	10	-10	-6	6	-10	3	-5
COc1ccccc1C1CC(=O)Nc2cc(C)c(C)cc21 (configuration not stated)	-0.4	-11	93	5	-1	-2	-4	6	20	-8
Cc1ccccc1-c1cc(C(=O)N2CCCC2)c2ccccc2n1	-0.8	11	102	0	-6	-7	11	3	-1	1
O=C(/C=C/Nc1ccc(Br)cc1F)c1ccccc1	3.6	0	101	2	1	-3	-1	-5	-19	-20
COc1ccc(C(c2nnnn2C2CCCCC2)N2CCN(c3ccccc3F)CC2)cc1 (configuration not stated)	-2.3	-3	95	-4	5	-6	4	5	-9	-6
COc1ccc(NC(=O)c2ccc(S(=O)(=O)C(F)F)cc2)c(OC)c1	0.9	3	97	1	-3	-5	-6	-1	0	10
Nc1nc(NCc2ccco2)nc(N2CCCC2)c1[N+](=O)[O-]	-1.6	-7	99	1	13	-18	-4	-3	-1	1
O=C1Nc2ccc([N+](=O)[O-])cc2OC1CCN1CCCC1 (configuration not stated)	-2.1	0	94	1	4	3	2	-5	2	1
CCCc1cc(C(=O)Nc2sc3c(c2C(=O)OCC)CCCC3)no1	0.4	-4	96	-3	3	-6	.	5	0	-8
COc1ccc(S(=O)(=O)NCCN2CCOCC2)cc1[N+](=O)[O-]	-0.5	-4	101	-11	0	-6	3	-4	-1	-2
CCOc1ccccc1NC(=S)Nn1cnnc1	-0.7	-3	98	3	-1	-2	-6	7	0	2
S=c1[nH]nc(-c2ccc(Cl)cc2)n1CC1CCCO1 (configuration not stated)	0.4	-3	101	-2	9	-8	-3	1	1	-2
COc1ccc(N=Cc2ccc(-c3ccccc3)o2)cc1	-3.8	-8	105	-6	5	-6	-6	6	1	-15
O=C(Cn1c2[n+](c3ccc(C(F)(F)F)cc31)CCCCC2)Nc1c(F)cccc1F	-1.1	-4	99	-2	9	-2	0	-1	2	6
COc1ccc(/C=C/C(=O)NC(=S)NCC2CCCO2)cc1 (configuration not stated)	-1.6	-2	97	-2	15	-7	1	4	-1	6
COc1ccc(-c2cnc(SCC(=O)Nc3cc(C)on3)n2Cc2ccco2)cc1	-0.2	0	89	-1	1	.	-5	1	-2	1
COC(=O)c1ccc(CN2CCN(CCc3ccccc3)C(CCO)C2)cc1 (configuration not stated)	-0.6	5	95	-2	5	-14	6	10	-1	6

Other structures follow:
SMILES	MC4R ag barr	ABHD5 PLIN5 PPI	ABCB6 inh MLPCN	HTR2A ag	MC4R antag cAMP	CaV13 ICDI inh	PDI turbidity	Exocytosis inh	Glyco luc inh	Cardio protect
COc1cc(C2CC(=O)c3cnc(NC(=O)c4ccco4)nc3C2)cc(OC)c1OC (configuration not stated)	1.3	2	98	3	-1	-7	11	4	0	2
CN(CC(=O)Nc1cccc(F)c1)C(=O)c1cc2c(s1)CCCCC2	1.3	-11	99	-2	1	.	-4	-1	1	-12
COc1cccc(C2CC(c3cccs3)=NN2C(=O)CSC2=NN3CCCC(=O)N=C3S2)c1OC (configuration not stated)	-1.2	0	87	-2	3	-3	.	2	1	33
Cc1cccc2c(=O)c(C(=O)NCCCN3CCOCC3)c[nH]c12	2.0	3	97	-5	-3	-9	-4	-1	0	3
CC1CCCC(NC(=O)COC(=O)CCc2ccccc2)C1C (configuration not stated)	-1.6	5	89	10	-3	0	8	-2	2	-4
Oc1ccc(Br)cc1-c1ccnn1-c1ccccc1	1.0	-2	101	0	-4	-2	-3	11	13	-3
COc1cccc(CNC(=O)C2CCC(=O)N(CCc3cccc(F)c3)C2)c1 (configuration not stated)	-1.9	4	99	-5	13	-11	5	-3	-1	0

Whole records as entered above:
`CC1CCCC(NC(=O)COC(=O)CCc2ccccc2)C1C` (configuration not stated) in the list: MC4R ag barr = -1.6; ABHD5 PLIN5 PPI = 5; ABCB6 inh MLPCN = 89; HTR2A ag = 10; MC4R antag cAMP = -3; CaV13 ICDI inh = 0; PDI turbidity = 8; Exocytosis inh = -2; Glyco luc inh = 2; Cardio protect = -4
`COc1cccc(C2CC(c3cccs3)=NN2C(=O)CSC2=NN3CCCC(=O)N=C3S2)c1OC` (configuration not stated) in the list: MC4R ag barr = -1.2; ABHD5 PLIN5 PPI = 0; ABCB6 inh MLPCN = 87; HTR2A ag = -2; MC4R antag cAMP = 3; CaV13 ICDI inh = -3; PDI turbidity = .; Exocytosis inh = 2; Glyco luc inh = 1; Cardio protect = 33
